GSIS activator: primary screen for activators of insulin secretion dependent on glucose, INS-1E cells, GLuc reporter luminescence; activation, % at 16.6 µM; 370,000 compounds, 0.61% hits; INS-1E GLuc reporter insulin secretion, 2-3 h; AID 743287;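 active = lowest replicate activation of at least 40%, so every replicate reaches that level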;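 also: 0% = median of neutral control wells and 100% = median of IBMX positive control wells; some compounds called inactive have numbers as strong as hits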
DENV2 CPE: protects cells from dengue virus 2 cytopathic effect; CPE inhibition, % at 9.99 µM; DENV2-infected cells, cytopathic effect rescue, plate reader; 350,000 compounds, 1.7% hits; in the data active = CPE inhibition above about 20%, passing the limit was not always enough; inconclusive = no clear call, values can overlap the other calls; tested in BHK-21 cells;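 also: 0% = median of neutral control wells and 100% = median of positive control wells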
CASP6 VEID inh: caspase-6 (human) enzyme inhibition. AID 686996. inhibition, % at 12.5 µM. purified caspase-6, Z-VEID-R110 cleavage fluorescence. 350,000 compounds, 0.53% hits;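 active = mean inhibition across replicates at least about 35%, with every replicate also reaching that limit, limit read from the data; inconclusive = only one of the two criteria met; inactive = neither criterion met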;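 also: 0% = median of neutral control wells and 100% = no fluorescence left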
E-selectin induc: induces E-selectin expression in human endothelial cells; 260,000 compounds, 0.37% hits; activation, % at 7.58 µM; AID 686992; HUVEC E-selectin immunofluorescence imaging; normalized: neutral wells 0, TNF-alpha wells 100;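 active = mean E-selectin-positive cell signal at least 10% of the positive control, reached in at least 60% of replicates, without over 20% cell loss; inconclusive = no rule given, readout overlaps actives, possibly toxicity-flagged; inactive = the rest, including those meeting only one limit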;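 also: in these data hits start at about 27%; measured in HUVEC primary endothelial cells; signal is the percent of cells scored E-selectin positive by PE staining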
Target sequence (P16581 whole entry, looked up): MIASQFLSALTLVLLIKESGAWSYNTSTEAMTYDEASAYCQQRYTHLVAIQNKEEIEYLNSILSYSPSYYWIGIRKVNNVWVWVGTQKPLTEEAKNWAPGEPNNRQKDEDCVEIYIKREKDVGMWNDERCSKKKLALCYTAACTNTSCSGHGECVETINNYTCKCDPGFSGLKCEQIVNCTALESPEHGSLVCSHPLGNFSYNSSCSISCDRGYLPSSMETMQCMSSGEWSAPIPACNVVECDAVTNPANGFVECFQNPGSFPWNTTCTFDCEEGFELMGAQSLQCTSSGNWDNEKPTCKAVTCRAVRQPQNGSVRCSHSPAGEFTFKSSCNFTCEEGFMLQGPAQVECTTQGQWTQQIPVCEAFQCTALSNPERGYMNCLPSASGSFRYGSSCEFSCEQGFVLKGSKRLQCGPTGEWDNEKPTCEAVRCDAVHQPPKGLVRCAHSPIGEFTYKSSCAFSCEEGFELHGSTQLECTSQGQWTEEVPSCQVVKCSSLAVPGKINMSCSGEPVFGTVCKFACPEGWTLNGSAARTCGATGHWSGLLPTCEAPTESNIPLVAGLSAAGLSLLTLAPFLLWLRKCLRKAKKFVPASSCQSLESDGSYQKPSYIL
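Material: HUVEC primary endothelial cells; Amount: 3,000 cells per well; Dosing: single concentration; Medium: EGM-2 growth medium on 0.1% gelatin-coated wells; Read-out basis: percent E-selectin-positive cells; Signal: immunofluorescence imaging; Control set: TNF-alpha, DMSO.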
CFTR F508del cor: CFTR F508del correction in bronchial cells. CFBE cells, YFP halide quenching; stimulated with forskolin plus potentiator P3; % fluorescence drop versus neutral controls. activity (quench increase), % at 7.58 µM. 350,000 compounds, 0.36% hits. AID 720511;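 active = mean added fluorescence quench of at least 8% versus neutral control, with both replicates also reaching 8%; inconclusive = only one of the mean or replicate conditions met; inactive = mean below 8% and not both replicates reaching 8%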;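 also: cells transiently co-express mutant CFTR-F508del with the halide-sensitive YFP; corrector assay measuring rescue of mutant channel to the surface after 24 h compound exposure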
XiGFP reactiv: activators of X-chromosome reactivation in mouse fibroblasts | activation, % at 7.58 µM | XiGFP mouse fibroblasts, % GFP-positive cells imaging, 3 d; cells co-treated with 5-aza-dC sensitizer; scaled so ellipticine positive control = 100% | 360,000 compounds, 0.055% hits | AID 743238;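 active = mean normalized replicate activation at least 10% and every replicate at or above 10%; inconclusive = only one of the two criteria met; inactive = mean below 10% and not all replicates reach 10%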;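 also: 0% = median of on-plate neutral control wells and 100% = ellipticine 6 µM median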
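Material: XiGFP fibroblasts, SV40-immortalized. Buffer or medium: DMEM plus 5-aza-dC sensitizer. Compound: single concentration per compound, delivered by pin transfer. Times: 3 days compound exposure. Controls: ellipticine 6 µM.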
RAD54 inh: RAD54 (human) branch migration inhibition | RAD54 Holliday junction branch migration, FAM/BHQ fluorescence | 360,000 compounds, 0.14% hits | Q92698 | inhibition, % at 10.4 µM | AID 602329;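 active = mean normalized replicate activity at least 40 and at least half of replicates scoring 40 or more; inconclusive = only one of the two criteria met; inactive = mean below 40 and under half of replicates reaching 40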;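 also: 0% = median of neutral control wells and 100% = median of positive control wells; inhibitors cause a drop in the FAM fluorescence signal; in these data hits start at about 50%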
RAD52 inh: inhibitors of human RAD52 DNA annealing; inhibition, % at 18.7 µM; AID 651710; recombinant RAD52 DNA annealing, FRET fluorescence; 360,000 compounds, 0.46% hits;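 active = every replicate showing at least 50% inhibition; inconclusive = mean inhibition at least 50% but not in every replicate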
Target sequence (P43351 whole entry, looked up): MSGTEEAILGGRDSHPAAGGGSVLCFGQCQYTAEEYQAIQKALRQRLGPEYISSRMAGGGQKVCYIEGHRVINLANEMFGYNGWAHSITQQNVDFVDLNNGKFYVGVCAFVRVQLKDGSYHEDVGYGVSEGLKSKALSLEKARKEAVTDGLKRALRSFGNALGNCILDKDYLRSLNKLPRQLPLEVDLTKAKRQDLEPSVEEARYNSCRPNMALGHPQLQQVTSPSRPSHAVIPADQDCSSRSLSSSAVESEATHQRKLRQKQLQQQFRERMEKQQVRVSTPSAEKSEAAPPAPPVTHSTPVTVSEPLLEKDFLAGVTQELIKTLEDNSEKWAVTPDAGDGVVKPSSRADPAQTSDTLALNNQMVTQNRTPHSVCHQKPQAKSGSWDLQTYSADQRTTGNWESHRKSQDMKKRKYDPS
* hit, by the source's call; ? = inconclusive; . = no result given.

cpd	SMILES	GSIS activator	CASP6 VEID inh	RAD54 inh	E-selectin induc	RAD52 inh	DENV2 CPE	XiGFP reactiv	CFTR F508del cor
1	CCCCN(Cc1ccccc1)C(=O)C1CCN(Cc2sccc2C)CC1	-18	-1	.	0.0	-4	-2	0.5	.
2	Cc1cc(NC(=O)/C(C#N)=C\c2ccc(-c3ccc(SC(F)F)cc3)o2)n(-c2ccccc2)n1	.	1	.	.	-266	-9	0.0	-5.9
3	Cc1ccc(S(=O)(=O)N2CCOCC2)cc1NC(=O)COC(=O)c1ccc2c(c1)OCCO2	-1	6	-4	2.5	-16	18	-0.1	2.6
4	COc1ccc(S(=O)(=O)NCc2ccc(C(=O)NCc3cccnc3)cc2)cc1	-8	1	.	0.3	-6	-11	0.3	-0.5
5	CCNC(=S)N1CCCC(C(N)=O)C1 (configuration not stated)	-2	0	.	.	6	-3	0.0	-0.4
6	CC(C)[C@H](NC(=O)OC(C)(C)C)c1cc(C(=O)N(C)CCN(C)C)c(N)s1	-2	-22	.	0.0	-16	15	0.1	1.5
7	CCCCCCC(=O)N(O)C1CC(=O)N(c2ccc(Cl)cc2)C1=O (configuration not stated)	-23	2	9	0.0	-15	0	0.0	?
8	CCOC(=O)[C@H](Cc1c[nH]c2ccccc12)NC(=O)CN=[N+]=[N-]	.	38*	.	.	0	-2	.	0.4
9	COc1ccc(CNC(=O)Cn2ncn3c(cc4ccccc43)c2=O)cc1	-9	0	-3	0.1	-15	-2	0.0	0.5
10	CCC(=O)OCC(=O)Nc1cc(S(=O)(=O)N(C)C)ccc1Cl	3	-3	-2	-0.9	-2	.	-0.1	-2.0
11	Cn1c(N)c(C(=O)COC(=O)/C=C/c2cccc(Cl)c2)c(=O)n(C)c1=O	-10	1	.	-0.1	-3	?	0.0	-0.2
12	Cc1cccc(C)c1NS(=O)(=O)c1cc2c3c(c1)CCN3C(=O)CC2	16	15	5	0.4	-4	-7	-0.1	1.6
13	COCCN(C(=O)COc1ccccc1C#N)c1c(N)n(Cc2ccccc2)c(=O)[nH]c1=O	34	5	.	-0.3	-9	0	0.0	1.3
14	O=C(CSc1ccccc1F)NCCN1C(=O)CSC1=O	-11	3	1	.	-5	-3	0.0	-1.2
15	O=C(Cc1ccncc1)NCC[C@H]1CC[C@H](NC(=O)Nc2ccc(Cl)cc2)[C@H](CO)O1	-10	0	5	0.3	-19	0	2.6	-1.4
16	COc1ccc(C(=O)Nc2ccc3c(c2)C(=O)N(C)C[C@@H](OC)[C@H](C)CN(C(C)=O)[C@H](C)CO3)cc1	-2	.	11	-0.2	2	-9	0.2	0.0
17	O=C(Cc1ccccc1)N1CCN(c2ncccn2)CC1	20	5	.	0.7	1	15	-0.2	0.0
18	CCCN1CCC(NC(=O)CC2C(=O)NCCN2Cc2ccccc2C)CC1 (configuration not stated)	7	-31	-6	0.7	-34	-6	0.0	0.0
19	COc1ccc(C2Nc3ccccc3C(=O)N2c2ccc(C)cc2)cc1Cn1nc(C)c([N+](=O)[O-])c1C (configuration not stated)	21	0	3	.	-29	-3	.	-0.1
20	C[C@@H]1CN([C@@H](C)CO)C(=O)c2cc(NC(=O)Nc3ccc4c(c3)OCO4)ccc2O[C@H]1CN(C)Cc1ccc(C(F)(F)F)cc1	-19	2	2	-0.4	14	7	0.2	0.7
21	COc1ccc(OCCOC(=O)c2nc3nccc(C)n3n2)cc1	2	0	.	.	2	-6	0.0	0.2
22	CCCNC(=O)C[C@@H]1CC[C@@H]2[C@H](COc3ccc(NC(=O)c4ccc(C(F)(F)F)cc4)cc3C(=O)N2C)O1	-5	1	-15	-0.1	-1	16	0.2	0.4
23	C[C@@H]1CN([C@H](C)CO)C(=O)c2cc(C#Cc3ccccc3)cnc2O[C@H]1CN(C)C(=O)CCN1CCCCC1	-12	-1	11	-0.2	19	26*	-0.9	-2.1
24	CCN1CCCC1CNC(=O)Cn1cc2c(n1)CCC(C)C2 (configuration not stated)	-15	-30	-13	0.2	-16	8	0.3	-2.4
25	C=CCN1C(=O)/C(=C\c2ccc(OC(=O)c3ccco3)c(OC)c2)SC1=S	-6	-3	-5	?	-31	-4	0.1	-0.4
26	Cc1nn(C)c(C)c1NC(=O)COc1ccccc1C#N	7	0	-9	18	-19	0	-0.1	0.9
27	O=c1c2ccccc2cnn1Cc1nnc(-c2cccs2)o1	-7	3	-2	.	-25	12	0.2	5.3
28	N#Cc1cnc2nc1NCCCCCCC2	27	-1	-3	-0.2	-25	1	-0.1	-0.2
29	O=C(NCCSc1c[nH]c2ccccc12)c1ccco1	.	-4	-11	-0.7	-1	-2	-0.1	-0.2
30	C[C@H](CO)N1C[C@H](C)[C@@H](CN(C)S(=O)(=O)c2ccc(F)cc2)Oc2ccc(NC(=O)Cn3cnnn3)cc2CC1=O	7	3	-7	0.2	14	?	0.1	-3.1
31	O=NN(CCF)C(=O)NC1CCS(=O)(=O)CC1	-1	1	.	-0.1	2	-3	0.1	1.7
32	CCOc1cc(-c2nc(C)c(C(C)=O)n2O)ccc1OCC(=O)Nc1ccc(F)cc1	-23	16	.	-0.7	-9	-1	0.5	1.0
33	CCCC(=O)Nc1ncnc2c1ncn2[C@@H]1O[C@@H]2OP(=O)(O)OC[C@H]2[C@H]1OC(=O)CCC	6	2	-12	-0.1	-11	16	-0.3	-23
34	CC(=O)c1cccc(NC(=O)/C(=C\c2cccnc2)NC(=O)c2ccco2)c1	5	0	.	.	-10	5	0.5	1.3
35	Cc1ccc(NC(=O)C2(C)CCN2CCc2ccccc2)cc1O (configuration not stated)	.	-3	-1	-0.4	-2	4	-0.1	-3.6
36	CC(C)NC(=O)N(C)C[C@H]1OCCCC[C@H](C)Oc2ccc(NC(=O)C3CCCCC3)cc2C(=O)N([C@@H](C)CO)C[C@H]1C	15	-2	2	.	-14	6	0.2	-0.1
37	Cc1ccc(-c2nnc(CCC(=O)NCc3csc(C)n3)o2)s1	22	-4	11	.	-7	6	0.0	-0.8
38	O=C(c1ccccc1)c1ccc(Oc2ccc([N+](=O)[O-])cc2[N+](=O)[O-])cc1	7	-1	4	-5.1	-2	14	0.2	-0.3
39	CC1=CC(C)(C)[N+](C)(C)c2ccc(C)cc21	-2	-5	.	.	-13	-1	0.0	-0.9
40	CC(=O)N1CSCC1C(=O)N1CCN(c2ccc(N3CCOCC3)nn2)CC1 (configuration not stated)	4	0	1	-1.4	-10	2	0.1	-1.1
41	CC(C)n1c(=O)c2ccccc2n1C(=O)c1ccccc1	25	-2	2	.	8	8	-0.1	-5.6
42	Cc1ccc(S(=O)(=O)N(C)C)cc1NC(=O)COC(=O)CN1C(=O)c2ccccc2C1=O	-5	0	1	-0.4	-20	-7	0.0	-10
43	Cc1cc(O)c(C(C)C)cc1NC(=O)c1cccc(Cl)c1	-10	-2	0	.	-1	.	.	.
44	CC(Nc1cc(N2CCN(S(=O)(=O)N(C)C)CC2)ccc1[N+](=O)[O-])c1ccccc1 (configuration not stated)	1	0	.	.	-2	3	0.1	-1.8
45	CSCCC(NC(N)=O)C(=O)NCc1ccccc1Cl (configuration not stated)	6	3	0	.	4	.	.	.
46	COc1ccc(C(=O)N(C)[C@H]2C[C@H]3c4[nH]c5ccccc5c4CCN3C(=O)[C@H]2CO)cc1	-10	2	3	-0.8	-7	10	0.2	0.1
47	COc1ccc(NC(=O)Nc2ccc3c(c2)C(=O)N([C@@H](C)CO)C[C@@H](C)[C@@H](CN(C)C(=O)CCCN(C)C)OCCCC[C@H](C)O3)cc1	2	-2	12	-0.2	24	-5	0.1	-0.5
48	COc1cccc(NC(=O)N(C)C[C@H]2Oc3cc(C#Cc4ccccc4)ccc3S(=O)(=O)N([C@@H](C)CO)C[C@H]2C)c1	9	.	-6	-5.2	.	1	0.2	3.7
49	CCCCC(CC)C(=O)Nc1cccc(SC)c1 (configuration not stated)	-30	-3	.	.	-21	0	0.0	-0.5
50	O=C(NC(=S)Nc1cccc2cc(O)ccc12)c1ccco1	2	3	9	12	-11	44*	0.3	0.8

Further entries:
cpd	SMILES	GSIS activator	CASP6 VEID inh	RAD54 inh	E-selectin induc	RAD52 inh	DENV2 CPE	XiGFP reactiv	CFTR F508del cor
51	O=C(CC(F)(F)F)N1C[C@H]2[C@@H](c3ccccc31)[C@H](CO)N2C(=O)c1ccncc1	15	-1	8	0.0	-20	?	0.0	0.7
52	CCCCNC(=O)c1[nH]c(C2CCNCC2)nc1-c1cccc(C(F)(F)F)c1	6	-5	.	0.0	-1	15	0.0	-1.1
53	COc1ccc(CN2C(=O)CSCC2(C)C(=O)Nc2c(C)cccc2C)cc1 (configuration not stated)	1	0	.	0.7	-2	4	0.0	0.3
54	COc1ccc(N2CC(C(=O)N[C@@H](C)C(=O)NC3CCCCC3)CC2=O)cc1 (some centres not stated)	13	-1	8	.	-4	12	0.0	-0.4
55	CO[C@H]1CN(C)C(=O)c2ccc(NC(=O)C3CC3)cc2OC[C@H](C)N(Cc2nccs2)C[C@@H]1C	0	4	5	0.1	6	3	-0.6	1.0
56	COc1ccc(NC(=O)N(C)C[C@@H]2Oc3ncc(C#CCC(C)C)cc3C(=O)N([C@H](C)CO)C[C@@H]2C)cc1	-12	0	4	0.5	-5	5	-1.2	-0.4
57	Cc1cc(C)n(CC(=O)N2CCCC(C(=O)c3cccc(OC(C)C)c3)C2)n1 (configuration not stated)	-10	-1	-1	.	-10	1	0.0	0.9
58	CN1C[C@@H]2[C@H](c3ccccc31)[C@@H](CO)N2Cc1ccccc1	1	-1	8	0.0	0	44*	0.3	2.6
59	CN(C)CC1CCCCC1OC(=O)c1ccc(S(=O)(=O)N(C)c2ccccc2)cc1 (configuration not stated)	-2	3	-1	2.0	-4	-1	0.1	2.1
60	CC(C)OCCCNC(=O)C(C)Oc1ccccc1 (configuration not stated)	22	-1	2	.	-8	-4	.	-0.8
61	O=C(c1ccc2nc(Cc3cccc(Cl)c3)oc2c1)N1CCC(CO)CC1	-22	1	-3	2.7	-11	-4	0.1	1.1
62	CC(=O)Nc1cc(-c2ccccc2F)cn2c(-c3cccc(C(F)(F)F)c3)cnc12	3	4	1	0.3	-18	4	0.1	0.8
63	CCN(CCCNC(=O)CCCOc1cc(=O)n(C)c2ccccc12)Cc1ccccc1	-1	-10	.	.	-8	1	0.0	4.9
64	CN1CCN(C(=O)c2ccc(CSc3ccc(Cl)cc3)cc2)CC1	-26	0	.	.	-11	-1	0.0	-0.4
65	CCOC(=O)N(C)C[C@@H]1OCc2cnnn2CCCC(=O)N([C@@H](C)CO)C[C@H]1C	2	-1	3	0.2	2	7	0.3	-0.1
66	Nc1nc2ccccc2n1C(=O)c1ccc(F)cc1	8	-2	.	.	-6	-10	0.3	.
67	Cc1cc(Cn2nnnc2-c2ccncc2)cc(C)c1O	6	0	-9	0.5	-5	0	-0.1	-0.3
68	O=C(CCc1ccccc1)Nc1ccccc1	5	-3	.	.	-5	-4	-0.1	-2.3

High-throughput results: PubChem BioAssay, Broad Institute
